Bioassay records: PubChem BioAssay, several laboratories
PPC-1+TRAIL kill: compounds killing PPC-1 cancer cells with TRAIL present, primary screen, TRAIL potentiator project, ATPLite luminescence, uHTS | PPC-1 cells + TRAIL, ATPLite viability luminescence | cell killing (% activity), % at 4 µM | 220,000 compounds, 0.41% hits | AID 1443, 2008;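 active = cell killing above 50% in the first pass at 4 µM, then a duplicate retest at 5 µM averaging 50% or more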;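 note: plate controls were cells with TRAIL plus DMSO for no effect and medium-only wells lacking cells for full effect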
Tb hexokinase: Trypanosoma brucei hexokinase 1 inhibitors, primary screen, biochemical, G6PDH-coupled NADH absorbance, MLSCN library. hexokinase 1 [Trypanosoma brucei]. recombinant TbHK1, G6PDH-coupled NADH A340. inhibition, % at 10 µM. 220,000 compounds, 0.11% hits. AID 1430, 2008;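 active = inhibition of 50% or more in the single-dose primary screen; inactive = inhibition below 50%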
EP2 antag: human EP2 receptor antagonists, primary screen, TR-FRET cAMP, C6 glioma cells; Prostaglandin E2 receptor EP2 subtype (Homo sapiens), P43116; C6 glioma cells expressing human EP2; cells stimulated with saturating PGE2; inhibition, % at 25 µM; 260,000 compounds, 0.52% hits;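 active = percent inhibition above 40 after rounding to a whole number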;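 note: rat C6 glioma host cells with rolipram phosphodiesterase inhibitor present; the protocol text gives 20 µM as final concentration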
Target sequence (P43116 whole entry, looked up): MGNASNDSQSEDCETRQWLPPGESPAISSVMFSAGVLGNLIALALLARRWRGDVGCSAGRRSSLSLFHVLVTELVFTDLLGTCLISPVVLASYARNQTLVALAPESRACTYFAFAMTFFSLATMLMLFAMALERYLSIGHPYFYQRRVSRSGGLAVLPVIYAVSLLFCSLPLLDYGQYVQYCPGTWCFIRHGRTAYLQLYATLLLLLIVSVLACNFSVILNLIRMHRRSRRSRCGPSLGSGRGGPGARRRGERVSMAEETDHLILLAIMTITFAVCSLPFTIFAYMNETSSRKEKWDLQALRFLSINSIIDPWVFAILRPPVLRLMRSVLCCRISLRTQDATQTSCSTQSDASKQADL
p47phox inh: p47phox/p22phox peptide binding inhibitors, primary screen, biochemical, uHTS, NADPH oxidase regulatory subunit | Neutrophil cytosol factor 1 (Homo sapiens), P14598 | fluorescence polarization, 2 h | inhibition, % at 24.7 µM | 220,000 compounds, 0.53% hits | AID 1274, 2008;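 active = inhibition above about 30%, limit read from the data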;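 note: 0% = p47phox with labelled peptide and 100% = labelled peptide alone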
Target sequence (P14598 whole entry, looked up): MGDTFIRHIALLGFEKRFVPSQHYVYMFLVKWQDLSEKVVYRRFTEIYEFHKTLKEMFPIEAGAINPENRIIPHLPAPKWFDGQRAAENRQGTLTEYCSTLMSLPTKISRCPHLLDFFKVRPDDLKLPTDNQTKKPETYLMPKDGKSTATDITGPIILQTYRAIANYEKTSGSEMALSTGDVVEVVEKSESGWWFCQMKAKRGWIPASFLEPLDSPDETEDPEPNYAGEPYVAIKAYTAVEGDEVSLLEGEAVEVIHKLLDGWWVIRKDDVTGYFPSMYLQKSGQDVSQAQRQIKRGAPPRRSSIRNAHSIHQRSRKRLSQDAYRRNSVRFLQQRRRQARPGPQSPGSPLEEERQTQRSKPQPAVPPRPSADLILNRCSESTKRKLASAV
Furin inh: human furin inhibitors, primary screen, biochemical, fluorescence intensity. 220,000 compounds, 0.061% hits. AID 463115, 2010. inhibition, % at 30 µM. purified furin, fluorogenic substrate cleavage. P09958; in the data active = inhibition above about 25%; note: inactives centre near -15
p97 ATPase inh: inhibitors of human p97 ATPase, primary screen, biochemical; 220,000 compounds, 0.42% hits; inhibition, % at 8 µM; recombinant p97 ATPase, Kinase-Glo ATP luminescence, 3 h; AID 1481, 2009; in the data active = inhibition above about 15%;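 note: 0% = DMSO vehicle and 100% = wells lacking enzyme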
Ba/F3 V617F tox: reduced viability of JAK2V617F-dependent Ba/F3 cells, primary screen, JAK2V617F inhibitor project, cell-based, Ba/F3 EpoR-JAK2V617F, luminescence. 220,000 compounds, 1.1% hits. inhibition, % at 5.6 µM. ATP luminescence;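 active = inhibition above the campaign mean plus 3 SD over all tested compounds, cut at about 24% in these data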;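 note: cytokine-independent growth of Ba/F3 cells driven by EpoR plus mutant JAK2; 0% = DMSO-treated cells and 100% = JAK inhibitor I control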
BaF3 tox: parental Ba/F3 cell viability inhibition, counter-screen for JAK2V617F inhibitor project, murine pro-B, CellTiter-Glo luminescence; 220,000 compounds, 1.1% hits; CellTiter-Glo ATP luminescence; inhibition, % at 5.6 µM;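 active = inhibition above a per-campaign cutoff, the mean inhibition of all tested compounds plus 3 SD, cut at about 27% in these data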;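 note: 0% = DMSO wells and 100% = JAK Inhibitor I control wells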
RBBP9 inhibitor: human RBBP9 inhibitors, primary screen, biochemical, fluorescence polarization, FP-Rh probe, HTS; Serine hydrolase RBBP9 (Homo sapiens), O75884; recombinant RBBP9; inhibition, % at 7.94 µM; 220,000 compounds, 0.2% hits;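 active = inhibition above the campaign mean of all tested compounds plus 3 SD, cut at about 14% in these data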;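 note: plate controls were DMSO wells with RBBP9 for no effect and wells lacking RBBP9 protein for full effect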
Target sequence (O75884 whole entry, looked up): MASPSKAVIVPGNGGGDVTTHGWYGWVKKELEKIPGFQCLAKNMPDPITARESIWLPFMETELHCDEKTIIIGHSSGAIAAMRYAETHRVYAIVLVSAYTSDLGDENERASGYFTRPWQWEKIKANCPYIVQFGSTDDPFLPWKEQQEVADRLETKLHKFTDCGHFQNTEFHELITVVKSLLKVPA
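Test system: recombinant human RBBP9; Timing: 30 min then 45 min, 25 °C; Detection: fluorescence polarization; Control set: RBBP9 with DMSO as uninhibited control, no-protein wells as full inhibition; Compound dosing: one concentration, 7.94 µM nominal, 0.794% DMSO; Probe or stimulus: FP-Rh activity-based probe, 375 nM before mixing.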
* = called active by the depositor; / = not tested or not shown; & = joins results of further samples; [ ] = remark or other dose. These rows are one share of the data (hit frequency here may not be typical).

SMILES	PPC-1+TRAIL kill	Tb hexokinase	EP2 antag	p47phox inh	Furin inh	p97 ATPase inh	Ba/F3 V617F tox	BaF3 tox	RBBP9 inhibitor
COc1cccc(Cn2cccc(NC(=O)Nc3cccc(C#N)c3)c2=O)c1	4	-6	5	-18	-16	8	-2	2	2
Cc1ccc(NS(=O)(=O)c2cccc(C(=O)O)c2)cc1S(=O)(=O)N1CCOCC1	6	41	6	6	-5	5	-5	-3	0
COc1ccc(OC)c(NC(=O)[C@@H]2CCCN2C(=O)c2cccs2)c1	6	-15	16	-8	-23	2	1	4	-5
CCOC(=O)N1CCN(C(=O)Nc2ccc3oc(C)nc3c2)CC1	-8	4	8	-8	-24[20 µM]	3	-1	6	-7
Cc1ccnc(-n2c(CCN3C(=O)c4ccccc4C3=O)nc3ccccc3c2=O)c1	-6	1	19	0	-16[20 µM]	1	1	4	-2
Cc1nccc(-c2ccc(-n3cnc4ccccc43)cc2)n1	23	0	10	-4	-24[20 µM]	2	-4	3	-4
Cc1ccccc1N1CC(C(=O)O)CC1=O (stereo unspecified)	/	-1	5	-7	-14	2	-1	5	-6
O=C(O)Cn1cc(C(=O)c2ccco2)c2ccccc21	-7	-51	5&16	3	-4	4	-3	-3	-7
COC(=O)C(C(C)=O)C1=C/C(=N\S(=O)(=O)c2ccc(C)cc2)c2ccccc2C1=O (stereo unspecified)	-13	-8	7	-5	-13[20 µM]	-1	0	1	4
CCOc1ccc(CC(=O)N2N=C(C)CC2(O)C(F)(F)F)cc1 (stereo unspecified)	-13	-7	1	5	-24	3	-1	3	-9
CCOc1c(Cl)cc(CNCC(C)C)cc1OC	4	-7	4	-3	-25[20 µM]	4	-1	3	-7
COc1ccc(NC(=S)N(CCCN2CCOCC2)Cc2cn(C)c3ccccc23)cc1OC	-7	4	9	-7	-34	7	-1	7	-2
Cc1[nH]c2ccc(F)cc2c1CCN(Cc1ccncc1)C(=S)Nc1ccccc1	1	-6	6	-7	-22	5	-3	2	-7
CCOc1ccc(NC(=O)CN2C(=O)NC(CCSC)C2=O)cc1 (stereo unspecified)	10	1	6	0	-31	1	0	4	-13
COc1cc(CN2CCN(CCOCCO)CC2)cc(OC)c1OC	-16	0	4	-7	-16	-1	-1	1	-6
CSc1ccc(S(=O)(=O)NCc2ccccc2C)cc1	7	1	3	-6	-36	1	0	6	-2
Cc1ccc(C(=O)Nc2nc(-c3cccnc3)cs2)o1	-5	-10	-3	-10	-21[20 µM]	3	-1	2	-8
CCOC(=O)C1CCCN(c2ccc(NC(=O)c3snc4c(=O)[nH]cnc34)cc2)C1 (stereo unspecified)	-2	-1	12	1	-15	1	-2	2	8
Cn1c(=O)c2c(ncn2CC(=O)N/N=C/C=C/c2ccccc2[N+](=O)[O-])n(C)c1=O	-1	-30	16	5	-5	6	-3	5	-1
COc1cc(OC)c(N2CC34C=CC(O3)C(C(=O)O)C4C2=O)cc1Cl (stereo unspecified)	5	0	10	2	-23	11	-6	-3	-3
O=C1[C@@H]2C(Cc3ccc(O)cc3)NC3(C(=O)Nc4ccc(F)cc43)[C@@H]2C(=O)N1c1ccc(F)cc1 (stereo partly specified)	-5	-2	11	-20	-19	3	-6	2	12
CC(=O)Nc1ccc2sc(C)nc2c1	2	-10	13	-2	1	11	-7	2	-6
O=C1CC(C(=O)N(CC2CCCO2)C(C(=O)NC2CCCCC2)c2ccncc2)CS1 (stereo unspecified)	-5	-2	8	-7	-22[20 µM]	1	-3	3	-3
CCOC(=O)c1ccc(N2C(=O)CC(N3CCN(C/C=C/c4ccccc4)CC3)C2=O)cc1 (stereo unspecified)	13	-15	5	0	-22[20 µM]	2	1	4	1
COCCn1cc(C(=O)NCc2ccco2)c2c3ccccc3n(C)c2c1=O	5	-8	10	-5	-16	1	-3	-1	-2
CC(=O)c1ccc(Nc2ccc(-c3ccccc3C)nn2)cc1	12	-40	8	-28	-3	2	2	5	-7
CC(O)CNCCOc1ccccc1OCc1ccccc1 (stereo unspecified)	5	7	15	-3	-17	-2	4	9	-7
Cc1ccc(-c2sc(-c3ccccc3)nc2CC(=O)Nc2ccccc2F)cc1	15	-8	15	-4	-22	4	1	5	-3
CCCCNC(=O)Nc1nnc(SCC(=O)OCC)s1	18	0	2	-3	-11	-2	3	2	-11
Cc1cccn2cc(CCNS(=O)(=O)c3cccc([N+](=O)[O-])c3)nc12	8	-8	4	1	-21	9	-2	0	9
COc1cccc(C(=O)/C=C/Nc2ccc(S(=O)(=O)Nc3ncccn3)cc2)c1	8	-24	12	-17	-18	-2	-2	5	-2
Cn1c(-c2cccc(Br)c2)n[nH]c1=O	19	6	5	-6	-19	2	-4	2	3
c1ccc2c(c1)CCN(c1nc(CN3CCOCC3)nc3sc4c(c13)CCCC4)C2	13	-12	4	-19	-12	-6	3	7	-10
O=C(CCCN1C(=O)c2cccc3cccc(c23)C1=O)N1CCN(c2ccc(F)cc2)CC1	4	-21	10	2	-8	7	-2	4	2
CS(=O)CSc1nc2c(cc1C#N)CCCC2 (stereo unspecified)	-2	5	3	-53	-30	4	1	11	-12
O=C(Nc1ccc(Cl)cn1)C1CCN(S(=O)(=O)c2cccs2)CC1	-3	6	9	-6	-15	-2	2	1	-7
Cc1cc(C)n2nc(C(=O)OCC(=O)c3cc(C)n(C)c3C)nc2n1	6	10	9	-19	-30	8	-4	-2	2
Fc1ccc2c(c1)C(c1ccncc1)=NNC(c1ccccc1)=N2	14	-1	11&5	-2	-9	0	2	8	-6
O=C(NC1CCCCC1)C(c1ccncc1)N(C(=O)Cn1nnc(-c2cccs2)n1)C1CCCC1 (stereo unspecified)	8	-2	/	-11	-18[20 µM]	-1	1	7	0
COc1ccc(OC)c(C(=O)CSc2nc3c(c(=O)n(C)c(=O)n3C)n2C(C)C)c1	0	-18	5&27	4	-12	0	0	5	-10
CCOC(=O)c1c(NC(=O)CSc2nnc(-c3ccco3)o2)sc(C)c1C	10	-2	7	-23	-3[20 µM]	-4	2	4	-8
N#CCSc1nnc(COc2ccccc2)n1-c1ccccc1	25	1	7	5	-19[20 µM]	3	-3	0	0
O=C(Nc1ccc2c(c1)OCCO2)c1cccnc1Oc1ccccc1	8	1	8	-16	-12	8	-4	-2	3
CCCc1cc(=O)[nH]c(SCC(=O)NC2CCCc3ccccc32)n1 (stereo unspecified)	-5	-8	4	-3	-35	1	-1	-9	5
COCCNC(=O)c1cn(C(C)c2ccccc2F)nn1 (stereo unspecified)	20	-7	4&3	-5	-14	5	-2	-3	-5
O=C(N=Nc1c(O)[nH]c2ccccc12)c1cccs1	43	-24	8	-14	-23	-3	3	9	-5
CCCCNC(=O)c1cc2c(-c3ccc(Cl)cc3)nn(C)c2s1	-8	-7	15	6	-28	1	1	5	-5
Cc1cccc(N2C(=O)CC(Sc3ccccc3C(=O)O)C2=O)c1 (stereo unspecified)	-27	-2	8	-7	-5	2	-1	6	-10

In a second layout: four of the compounds above.
Values in the order: PPC-1+TRAIL kill	Tb hexokinase	EP2 antag	p47phox inh	Furin inh	p97 ATPase inh	Ba/F3 V617F tox	BaF3 tox	RBBP9 inhibitor
> N#CCSc1nnc(COc2ccccc2)n1-c1ccccc1
  25	1	7	5	-19[20 µM]	3	-3	0	0
> O=C(Nc1ccc2c(c1)OCCO2)c1cccnc1Oc1ccccc1
  8	1	8	-16	-12	8	-4	-2	3
> CCCc1cc(=O)[nH]c(SCC(=O)NC2CCCc3ccccc32)n1 (stereo unspecified)
  -5	-8	4	-3	-35	1	-1	-9	5
> COCCNC(=O)c1cn(C(C)c2ccccc2F)nn1 (stereo unspecified)
  20	-7	4&3	-5	-14	5	-2	-3	-5

Further records follow.
SMILES	PPC-1+TRAIL kill	Tb hexokinase	EP2 antag	p47phox inh	Furin inh	p97 ATPase inh	Ba/F3 V617F tox	BaF3 tox	RBBP9 inhibitor
C#CCOCCOCCOCCNc1nc(N2CCN(C(=O)C(CCC(=O)O)n3cc(C(N)CC(C)C)nn3)CC2)nc(N2CCN(C(=O)C(Cc3cc4ccccc4[nH]3)n3cc(C(N)Cc4ccc(O)cc4)nn3)CC2)n1 (stereo unspecified)	6	-12	/	7	-13	5	-1	-2	-3
Cc1ccc(N=Nc2[nH]c3ccccc3c2O)cc1	22	-4	17	-7	-23	3	1	1	-5
Cc1ccc(CN2CCN(Cc3cnc(C)[nH]3)CC2CCO)cc1 (stereo unspecified)	-1	0	7	0	-12	1	8	16	0
CN(CC(=O)Nc1ccc(S(=O)(=O)N2CCCC2)cc1)Cc1ccc(Cl)c(Cl)c1	29	-10	6	-16	-3	-3	-2	3	-4
OCc1n[nH]c(CO)n1	-11	3	7	-15	-7	-3	5	3	-2
CCC(=O)N1CCN(CCN=CC2=C(O)CC(c3cccs3)CC2=O)CC1 (stereo unspecified)	4	-3	/	2	5	4	1	-1	-1
Cc1cc(C)cc(NC(=O)C2CC(=O)n3ncnc3N2)c1 (stereo unspecified)	-4	-3	7	-6	-26	4	-4	1	-2
Cc1nn(-c2ccccc2)c(N2CCCC2)c1/C=N/NC(=S)Nc1ccccc1F	-15	-20	11	-7	-10	4	-2	7	-6
COc1ccc(Cc2n[nH]c(=S)n2-c2ccc3c(c2)OCCO3)cc1	-9	4	8	14	-16	-1	2	7	-8
COc1cc(/C=N/NC(=O)c2cc(C)oc2C)ccc1O	16	-31	8	37*	-14	0	-2	3	2
Cc1cc(C(=O)CSc2nnc(Cc3ccccc3)o2)c(C)n1Cc1ccc2c(c1)OCO2	-14	10	0	-62	-24[20 µM]	2	0	4	-7
CSc1sc(C(=O)NNC(=O)c2ccc(Cl)cc2)c2c1C=CCC2	1	-21	15	-23	-13	8	-1	0	0
COc1ccc(OC)c(NC(=O)COC(=O)Cc2ccc(Br)cc2)c1	1	13	10	-5	1	-5	3	7	-5
Cn1nc([N+](=O)[O-])nc1Sc1ccc(Cl)cc1	7	-5	4	1	-11	-5	5	7	-5
Cn1c(=S)oc2ccccc21	-13	-5	12	-6	-17	5	-1	-3	0
COC(=O)c1ccccc1NC(=O)CN1CCCCC1	-14	8	8	8	-18	-5	5	2	-5
COc1ccccc1Nc1nc(NCCC(C)C)nc(N)c1[N+](=O)[O-]	6	-18	10	-7	-18	-2	-1	0	-5
C/C(=N\NC(=O)c1ccc(N(C)C)cc1)c1ccc(C)c(C)c1	13	-22	8	-4	-5	-2	5	11	7
CCN(CC)C(=O)CSc1nnc([C@@H](N)C(C)C)o1	0	-7	3	-10	-9	4	-5	1	6
COc1ccc(-c2c(C)n([O-])c3c([n+]2=O)CCCC3)cc1	10	-2	4	-9	-18[20 µM]	8	-3	5	2
O=C(O)C1[C@H]2C(=O)N(Cc3cccs3)C[C@]23C=C[C@H]1O3 (stereo partly specified)	-1	3	1	-9	-16	0	2	6	-2
CCCC(=O)Nc1ccc(C(=O)n2nnc3ccccc32)cc1	9	2	2	-21	-16[20 µM]	-6	5	2	-17
CC(NC(=O)C1CCN(S(=O)(=O)c2cnc[nH]2)CC1)c1ccccc1 (stereo unspecified)	-10	0	3	3	-27	7	-4	4	0
